Screening data (PubChem BioAssay)
GPR151 ag: activators of human GPR151 | Q8TDV0 | PathHunter beta-arrestin GPR151 cells, luminescence | activation, % at 11.2 µM | actives 1% (n = 650,000) | AID 1508602; in the data active = activation above about 4.9%;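 note: 0% = median of compound wells and 100% = cells with positive control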
Target sequence (Q8TDV0 whole entry, looked up): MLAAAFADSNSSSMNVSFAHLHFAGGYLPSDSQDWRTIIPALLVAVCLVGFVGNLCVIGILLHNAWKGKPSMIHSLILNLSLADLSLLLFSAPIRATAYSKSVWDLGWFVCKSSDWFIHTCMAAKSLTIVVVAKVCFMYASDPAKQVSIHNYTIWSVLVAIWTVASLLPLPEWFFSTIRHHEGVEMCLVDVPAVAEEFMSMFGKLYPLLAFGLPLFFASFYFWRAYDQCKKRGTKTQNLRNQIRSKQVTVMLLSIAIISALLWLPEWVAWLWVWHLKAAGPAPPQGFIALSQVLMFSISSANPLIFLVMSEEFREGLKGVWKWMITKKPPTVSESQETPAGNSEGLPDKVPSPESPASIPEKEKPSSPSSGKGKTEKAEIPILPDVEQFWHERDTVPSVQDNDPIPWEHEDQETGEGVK
MITF primary: human MITF inhibition, primary screen | AlphaScreen MITF homodimerization, bead proximity signal | inhibition, % at 2.6 µM | actives 0.91% (n = 650,000); in the data active = inhibition above about 50%;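 note: 0% = vehicle wells with protein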
Target sequence (O75030 whole entry, looked up): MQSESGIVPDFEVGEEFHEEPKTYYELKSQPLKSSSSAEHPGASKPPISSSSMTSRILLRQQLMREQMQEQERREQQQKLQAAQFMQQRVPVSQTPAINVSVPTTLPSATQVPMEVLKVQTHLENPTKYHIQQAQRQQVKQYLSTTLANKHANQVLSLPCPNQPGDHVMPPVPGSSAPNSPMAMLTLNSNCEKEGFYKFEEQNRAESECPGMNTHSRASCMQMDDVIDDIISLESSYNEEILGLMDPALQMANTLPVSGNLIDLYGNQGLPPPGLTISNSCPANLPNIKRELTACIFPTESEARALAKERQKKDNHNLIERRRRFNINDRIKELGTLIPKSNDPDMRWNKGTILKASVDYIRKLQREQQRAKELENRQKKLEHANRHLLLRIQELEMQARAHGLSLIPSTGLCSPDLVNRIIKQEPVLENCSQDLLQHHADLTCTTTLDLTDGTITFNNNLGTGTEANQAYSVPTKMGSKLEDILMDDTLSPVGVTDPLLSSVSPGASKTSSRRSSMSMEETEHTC
FBW7 activator: human FBW7 E3 ligase activation, primary screen | AlphaScreen FBW7–phospho-cyclin E peptide binding, activator screen | Q969H0 | AID 1259310 | normalized activity (activation), % at 26.1 µM | actives 0.13% (n = 650,000); in the data active = normalized activity above about 1.9%;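 note: purified mutant Fbw7 with reduced substrate affinity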
TEAD-YAP inh: TEAD-YAP interaction inhibition; HEK-TIYL cells, TEAD-Gal4/YAP UAS-luciferase luminescence; inhibition, % at 9.12 µM; actives 1.4% (n = 640,000); in the data active = inhibition above about 32%;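 note: 0% = median of test compound wells and 100% = reference inhibitor wells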
An asterisk follows results filed as active; & = joins results of further samples; ! = a repeat was not active. An unsorted share of the library, and some 3.4% of all compounds hit somewhere here.

SMILES	GPR151 ag	MITF primary	FBW7 activator	TEAD-YAP inh
CN(C)c1ccc(/C=C2\SC(=NC(=O)c3ccccc3)NC2=O)cc1	-0.4	-9	0.4	-20
O=C(CCS(=O)(=O)c1cc2c(cc1Cl)NC(=O)CO2)NCC1CCCO1 (configuration not stated)	-1.0	0	0.2	1
CCN(CC1CCCO1)C1CCN(c2nc(C)c3cc4c(cc3n2)CCC4)CC1 (configuration not stated)	0.9	2	0.1	-1
Cc1nc(C)n(-c2ccc(Nc3ncc(F)c(-c4cc(F)cc(N5CCOCC5)c4)n3)cc2)n1	1.9	-5	-0.3	-2
COP(=O)(OC)c1nc(-c2ccc(C)cc2)oc1N1CCCCC1	2.2	-3	-0.1	2
CCOC(=O)Cc1csc(NC(=O)COc2c(C)cc(Br)cc2C)n1	-0.9	-3	0.3	-13
O=C(CSc1nnc2c(n1)[nH]c1ccc(S(=O)(=O)N3CCOCC3)cc12)Nc1ccc(F)c(F)c1	0.6	13	0.1	6
CC(=O)Nc1cccc(OCC(=O)Nc2ccc(F)cc2)c1	1.6	7	-0.2	-33
COCCCn1c(SCC(=O)Nc2cccc(O)c2)nc2ccccc2c1=O	1.3	-1	0.2	10
O=C(Nc1ccc([N+](=O)[O-])cc1Br)c1sc2ccccc2c1Cl	0.7	3	0.0	6
Nc1n[nH]c2ccc(-n3cc(C(=O)NCC(O)c4ccc(Cl)cc4)nn3)cc12 (configuration not stated)	1.7	3	0.1	0
CN1CCC(N(C)CC(O)COCc2ccccc2Cl)CC1 (configuration not stated)	3.4	87*	0.1	-1
NC(=O)CSc1nnc2n(Cc3ccccc3)c(=O)c3c4c(sc3n12)CCCC4	2.2	12	0.2	2
COc1ccc(/C=C2\SC(=N)N(c3nccs3)C2=O)cc1	-2.0	-9	-0.1	9
Cc1cc(NC(=O)CCS(=O)(=O)c2ccccc2)no1	0.8	5	0.0	2
Cc1cc(NC(=O)c2ccc(F)cc2)no1	-2.7	-5	-0.2	-44
C=CCn1c(SCC(=O)c2ccccc2)nnc1-c1ccc(OC)cc1	0.0	0	-0.1	5
CCc1cc(=O)[nH]c(NC2CCN(CC(=O)NC3CCCCC3)CC2)n1	-1.0	-7	0.1	-5
O=C(c1cc2c(s1)CCCC2)N1CCN(S(=O)(=O)c2ccccc2)CC1	0.3	-11	-0.1	0
Cc1cccc(N(CC(=O)NC(C(C)C)C(C)C)S(C)(=O)=O)c1C	0.2	10	0.2	-7
COc1cc(OC)c(S(=O)(=O)N2CCOCC2)cc1C(=O)Nc1cccc(F)c1	-0.5	2	-0.2	6
NC(=O)c1ccsc1NC(=O)c1cc([N+](=O)[O-])cc([N+](=O)[O-])c1	1.4	12	-0.1	-7
CC(Nc1cc(N2CCN(S(=O)(=O)c3ccc(Cl)cc3)CC2)ccc1[N+](=O)[O-])C12CC3CC(CC(C3)C1)C2 (configuration not stated)	-0.6	-7	-0.2	-1
N#C/C(=C\c1ccc(OC(=O)c2ccc(S(=O)(=O)N3CCCCC3)cc2)cc1)c1nc2ccccc2s1	-0.2	1	0.2	-5
COCCN1C(=O)/C(=C/c2cc(OC)c(O)cc2Br)SC1=S	1.1	13	0.0	-1
Cc1ccc(CN[C@H]2C[C@H]3C(=O)N[C@@H]([C@@H](C)O)C(=O)N3C2)cc1C	-1.7	14	0.5	5
O=[N+]([O-])c1ccc(-c2nc(/C=N/c3nccs3)c(O)o2)cc1	0.1	12	1.6	1
CCCCCc1nnc(NC(=O)c2ccc([N+](=O)[O-])c(Cl)c2)s1	1.6	5	0.2	-4
O=C(c1cccc(N2CCCCS2(=O)=O)c1)N1CCCCC1c1nc2ccccc2[nH]1 (configuration not stated)	-0.3	21	0.3	5
CSCCC(NC(C)=O)C(=O)Oc1ccc2c3c(c(=O)oc2c1)CCCC3 (configuration not stated)	5.4*!	15&-5	0.5&-0.1	4&-6
CCOC(=O)c1c(NC(=O)CCCOc2ccccc2C)sc(C)c1C	0.4	-8	0.6	2
CC1(C)CC(c2ccccc2)(C(CO)CNCc2ccccc2)CCO1 (configuration not stated)	-0.6	35	-0.2	-5
CC(C)Oc1ccc(/C=N/NC(=O)C(=O)Nc2cccc(C(F)(F)F)c2)cc1	-1.1	2	-0.1	-1
Cc1ccc(N2C(=O)C3C4C=CC(CO)(O4)C3C2=O)cc1Br (configuration not stated)	0.8	0	-0.1	-2
CCC(=O)Oc1ccc(NC(=O)Oc2ccc(Br)cc2)cc1	-0.8	13	0.0	6
Nc1c(C(=O)c2ccc(Br)cc2)sc2nc(-c3ccccc3)cc(-c3ccccc3)c12	-0.3	4	0.1	2
CCOc1ccc2nc(Cl)c(CN(Cc3ccco3)C(=O)c3ccncc3)cc2c1	3.7	0	-0.1	5
CCN(CC)c1nc(NCc2nc3ccccc3[nH]2)nc(Nc2ccc(-n3ccnc3)cc2)n1	-0.7	7	0.0	-27
O=C(c1sc2cccc(Cl)c2c1Cl)N1CCOCC1	-1.4	18	0.4	1
Cc1[nH]c2ccccc2c1C(=O)COc1ncnc2sccc12	-0.2	5	0.0	-2
CSCSC1=C(C#N)C(c2ccccc2Cl)C(C(C)=O)=C(C)N1 (configuration not stated)	0.4	15	-0.1	-2
CCOC(=O)c1cc2cc(OC)ccc2n1CCN(Cc1ccccc1)Cc1ccccc1	0.6	6	0.1	9
O=C(CN(C1CCCCC1)S(=O)(=O)c1ccc(F)cc1)N1CCCC1	0.8	-3	0.1	4
Cc1nc2c(C(=O)N3CCCCC3)cnn2c(C)c1Cc1ccc(Cl)cc1	1.7	7	0.2	-15
CC1=C(C(=O)OC2CCCCCC2)C(c2ccccc2OC(C)C)NC(=O)N1 (configuration not stated)	1.3	-6	-0.1	-9
CC(=O)N1c2ccccc2-c2ccccc2S1(=O)=O	-0.2	3	0.0	7
CC(=O)c1cccc(N(CC(=O)NCc2ccc3c(c2)OCO3)S(C)(=O)=O)c1	0.7	13	0.0	-1
COc1ccc(-c2nc(N)oc2-c2ccc(OC)cc2)cc1	1.0	0	0.2	-2
CC(NC(=O)c1ccco1)C1COc2ccccc2O1 (configuration not stated)	-1.1	0	-0.1	3
O=C(Nc1ccc(Br)cc1)C(=O)c1c(O)[nH]c2ccc([N+](=O)[O-])cc12	0.1	17	0.1	-4
Cc1cc(NC(=O)c2ccc(Cl)c(S(=O)(=O)N3CCOCC3)c2)no1	-1.0	15	0.6	1
COc1ccc(C2C(C(=O)N3CCN(c4ccc(F)cc4)CC3)c3ccccc3C(=O)N2C)cc1OC (configuration not stated)	-0.9	4	0.0	2
COc1ccc(C2=NN(C(=O)CSc3nnc(CNC(=O)c4ccco4)n3Cc3ccccc3)C(c3ccc(F)cc3)C2)cc1 (configuration not stated)	0.3	1	-0.1	7
CCOc1cc(/C=N/N=C(\N)c2nonc2N)ccc1O	-0.6	-7	0.0	-69
Cc1ccc(CNC(=O)CCC2CCCN(C(=O)CSc3ncccn3)C2)o1 (configuration not stated)	-0.6	9	-0.1	-2
CCOC(=O)/C=C/C(=O)Nc1sc2c(c1C(=O)OC)CCC2	-0.7	-15	0.1	11
O=C(COc1ccccc1)Nc1cccc(NC(=O)Cc2cccs2)c1	-2.2	-14	-0.1	5
Cc1c(C(=O)N/N=C/c2cc3c(cc2[N+](=O)[O-])OCO3)nnn1-c1nonc1N	-1.1	14	0.9	4
COc1ccc(OC)c(C(=O)COC(=O)c2ccccc2Br)c1	0.8	-11	0.5	9
COc1ccc(/C=C/C(=O)NC(CCSC)C(=O)O)cc1 (configuration not stated)	0.5	-3	0.1	3
(further entries)
SMILES	GPR151 ag	MITF primary	FBW7 activator	TEAD-YAP inh
COc1ccc(/C=C(\C#N)C(=O)Nc2cc([N+](=O)[O-])ccc2F)cc1OC	-1.1	-5	0.3	-11
Cc1ccccc1NC(=O)CCN1CCCC1	-1.3	12	0.3	8
Cc1ccccc1-n1c(O)c(C=NCCc2c[nH]c3ccccc23)c(=O)[nH]c1=S	-0.4	0	-0.1	4
C/C(=C/C(=O)O)C(=O)NNC(=O)c1ccc(C)cc1	0.5	-12	0.0	-16
Cc1ccc(C)c(CN2CCc3nnc(CCNC(=O)C(C)C)n3CC2)c1	4.2	3	0.0	4
CN(C)C(=O)CSc1nc2ccccc2n1CC(=O)NC1CCCCC1	0.3	6	0.0	4
Cc1c(NC(=O)c2ccccc2[N+](=O)[O-])cccc1-c1nc2ncccc2o1	0.0	-4	-0.2	2
CSCCCNC(=O)CC1C(=O)NCCN1CCCc1ccccc1 (configuration not stated)	2.3	-21	0.0	-2
O=C(Cn1c(-c2ccccc2)noc1=O)Nc1cccc2ccccc12	-0.4	-7	-0.1	23
Cc1ccccc1C(=O)NC(=S)NC1CCS(=O)(=O)C1 (configuration not stated)	-0.9	-1	0.2	-8
O=C(c1ccco1)n1c(=S)nc2ccc(Cl)cn21	-0.6	8	-0.1	-47
O=C(O)CCCNS(=O)(=O)c1ccc([N+](=O)[O-])cc1	1.0	-8	0.0	-2

Grouped by structure, the compounds so far containing a furan ring, fused or not (5)
SMILES	GPR151 ag	MITF primary	FBW7 activator	TEAD-YAP inh
CCOc1ccc2nc(Cl)c(CN(Cc3ccco3)C(=O)c3ccncc3)cc2c1	3.7	0	-0.1	5
CC(NC(=O)c1ccco1)C1COc2ccccc2O1 (configuration not stated)	-1.1	0	-0.1	3
COc1ccc(C2=NN(C(=O)CSc3nnc(CNC(=O)c4ccco4)n3Cc3ccccc3)C(c3ccc(F)cc3)C2)cc1 (configuration not stated)	0.3	1	-0.1	7
Cc1ccc(CNC(=O)CCC2CCCN(C(=O)CSc3ncccn3)C2)o1 (configuration not stated)	-0.6	9	-0.1	-2
O=C(c1ccco1)n1c(=S)nc2ccc(Cl)cn21	-0.6	8	-0.1	-47

New compounds follow:
SMILES	GPR151 ag	MITF primary	FBW7 activator	TEAD-YAP inh
O=C(CCC(=O)Nc1ccc(Br)cc1)N/N=C/c1ccc(O)cc1	0.3	12	0.7	5
Cc1ccc2c(c1)c1ccccc1n2CO	0.1	-6	0.1	-3
O=C(C1=C(Nc2ccccc2)C(=O)N(c2ccccc2)C1c1ccc(Br)cc1)c1ccccc1 (configuration not stated)	0.7	-10	0.0	-7
NC(=O)c1ccc(NC(=O)c2ccc(COc3ccc(F)cc3)o2)cc1	-1.4	18	0.0	-12
COc1ccccc1NC(=S)N(Cc1ccc(C)cc1)Cc1ccccn1	0.7	6	0.0	13
O=[N+]([O-])c1cc(C(F)(F)F)ccc1N1CCN(c2ncc(C(F)(F)F)cc2Cl)CC1	2.3	2	0.3	6
Cn1ccnc1Sc1ccc(C2NS(=O)(=O)N=C3CCCCCN32)cc1[N+](=O)[O-] (configuration not stated)	-0.5	-12	0.3	0
O=C1Nc2ccccc2C1=Nc1cccc(C(F)(F)F)c1	-0.9	8	-0.1	10
CN(CCN1CCCC1)c1cc(-c2cn[nH]c2)ccc1NC(=O)C1COc2ccccc2O1 (configuration not stated)	0.3	-11	-0.1	-7
CCCNC(=O)c1cc2n(n1)C(C(F)(F)F)CC(c1ccc(Cl)c(Cl)c1)N2 (configuration not stated)	0.3	0	0.0	-1
CCCc1cc(CN(C)C(=O)CCN2Cc3cc(OC)ccc3OC(CC)C2)[nH]n1 (configuration not stated)	-1.3	11	0.1	11
CCOC(=O)c1cnc2ccc(F)cc2c1NCCN(C)C	-0.5	20	-0.2	-2

2 compounds from above, reduced to MITF primary and FBW7 activator:
SMILES | MITF primary | FBW7 activator
NC(=O)c1ccsc1NC(=O)c1cc([N+](=O)[O-])cc([N+](=O)[O-])c1 | 12 | -0.1
COc1ccc(C2=NN(C(=O)CSc3nnc(CNC(=O)c4ccco4)n3Cc3ccccc3)C(c3ccc(F)cc3)C2)cc1 (configuration not stated) | 1 | -0.1

Next structures:
SMILES	GPR151 ag	MITF primary	FBW7 activator	TEAD-YAP inh
CSc1nc2c(sc(=S)n2-c2ccc(C)cc2C)c(=O)n1-c1ccccc1	-1.0	9	0.3	6
CCC(=O)n1c(=O)oc2ccc(Cl)cc21	0.5	-11	0.2	-10
CCOc1ccc(CCNC(=O)Cc2ccc(OCC)c(OCC)c2)cc1OCC	-0.7	5	0.1	3
CNC(=O)Cn1ncc2c3ccccc3n(Cc3c(C)cc(C)cc3C)c2c1=O	-0.3	6	-0.2	14
COc1cc(-n2c(O)c(/C=C3\C=Nc4ccccc43)c(=O)[nH]c2=S)cc(OC)c1OC	-1.0	6	0.6	-1
O=c1c2ncccc2n(Cc2ccccc2)c(=O)n1Cc1ccccn1	-0.4	20	0.1	-11
CCCCNC(=O)CSc1nc2cc(C(=O)OC)ccc2c(=O)n1CCN1CCOCC1	0.3	8	0.1	-8
CCN1CCN(C(=O)c2ccc(F)cc2)CC1	-0.5	12	-0.1	4
O=C(Nc1nccs1)c1cc([N+](=O)[O-])cc([N+](=O)[O-])c1	0.7	12	-0.1	10

Another view of four compounds above.
structure | GPR151 ag | MITF primary | FBW7 activator | TEAD-YAP inh
CCC(=O)n1c(=O)oc2ccc(Cl)cc21 | 0.5 | -11 | 0.2 | -10
CCOc1ccc(CCNC(=O)Cc2ccc(OCC)c(OCC)c2)cc1OCC | -0.7 | 5 | 0.1 | 3
CNC(=O)Cn1ncc2c3ccccc3n(Cc3c(C)cc(C)cc3C)c2c1=O | -0.3 | 6 | -0.2 | 14
COc1cc(-n2c(O)c(/C=C3\C=Nc4ccccc43)c(=O)[nH]c2=S)cc(OC)c1OC | -1.0 | 6 | 0.6 | -1
